High-throughput results as filed in PubChem BioAssay.
IDH1 R132H inh: human IDH1 R132H inhibition; IDH1-R132H enzyme, NADPH consumption, diaphorase/resazurin fluorescence; Potency, µM (top dose mostly 76.6 µM), for inactives: at the top dose activity change, negative = inhibition, most hits filed as inhibitors; 390,000 compounds, 0.093% hits; further: potency means the concentration at half of the fitted maximal effect; on the % scale 0 is the no-effect control and ±100 the full control effect; nearly all actives have a fitted effect of over 65% in size
Target sequence (O75874 whole entry R132H, stated change not applied): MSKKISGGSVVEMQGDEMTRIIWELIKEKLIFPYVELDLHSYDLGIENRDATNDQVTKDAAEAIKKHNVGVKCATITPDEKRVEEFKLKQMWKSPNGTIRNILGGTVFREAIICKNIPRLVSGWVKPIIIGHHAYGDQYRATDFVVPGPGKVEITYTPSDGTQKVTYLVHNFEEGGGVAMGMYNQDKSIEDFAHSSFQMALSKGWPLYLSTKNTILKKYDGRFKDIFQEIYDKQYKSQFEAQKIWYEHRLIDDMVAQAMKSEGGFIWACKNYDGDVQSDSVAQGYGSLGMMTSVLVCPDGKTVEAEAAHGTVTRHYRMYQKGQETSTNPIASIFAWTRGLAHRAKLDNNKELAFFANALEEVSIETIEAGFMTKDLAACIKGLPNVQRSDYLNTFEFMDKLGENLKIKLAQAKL
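IDH1-R132H (0.5 ug/mL) preincubated 30 min with compound, then NADPH (0.016 mM) and alpha-KG (2 mM) added; 80 min at RT, pH 7.5. Remaining NADPH coupled via diaphorase/resazurin to fluorescence (540/590 nm); concentration-response curves normalized to no-enzyme control.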
USP1 inh: inhibitors of human USP1/UAF1 deubiquitinase | recombinant USP1/UAF1, Ub-Rhodamine cleavage fluorescence | Potency, µM (highest dose often 57.1 µM), for inactives: at the top dose activity change, negative = inhibition, actives largely listed as inhibitors | 390,000 compounds, 0.23% hits | AID 743255; further: potency means the concentration at half of the fitted maximal effect; on the % scale 0 is the no-effect control and ±100 the full control effect; nearly all actives have a fitted effect of over 60% in size; inactives centre near -12
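USP1/UAF1 complex at 1 nM was preincubated with compound for 15 min at room temperature, then Ub-Rho substrate (150nM final) was added. Fluorescence (480/540 nm) was read kinetically, 6 reads every 60 seconds.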
Pin1 inh: human Pin1 inhibition; Q13526; Pin1 FP peptide displacement, HiFluor488, 10 min; Potency, µM (series often up to 115 µM), for the others: at the highest dose activity, negative = inhibition, most hits filed as inhibitors; 390,000 compounds, 0.009% hits; AID 504891; active means well fitted inhibition curve with a large enough effect in the polarisation, with a control signal flat, not every such curve was filed as active; inconclusive means small, poorly fitted or top-dose-only effect, or effect the other way, or a change in a side signal; inactive means no such curve, though single readings can be large or run the other way; the % refers to the polarisation; further: potency means the concentration at half of the fitted maximal effect; on the % scale 0 is the no-effect control and ±100 the full control effect
Target sequence (Q13526 whole entry, looked up): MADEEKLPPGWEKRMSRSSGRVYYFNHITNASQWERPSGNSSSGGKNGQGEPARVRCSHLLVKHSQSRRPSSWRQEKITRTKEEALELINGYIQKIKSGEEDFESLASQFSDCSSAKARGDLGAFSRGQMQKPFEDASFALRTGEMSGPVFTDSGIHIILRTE
D2 agonist: agonists of human D2 dopamine receptor. P14416. HEK293 T-REx D2 cells, calcium flux agonist mode. activation, % at 2 µM. 340,000 compounds, 0.53% hits. AID 485358;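 active means activation over 3 SD above normal in the single-dose calcium agonist read, cut at about 30% in these data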; further: 0% is about no effect
Target sequence (P14416 whole entry, looked up): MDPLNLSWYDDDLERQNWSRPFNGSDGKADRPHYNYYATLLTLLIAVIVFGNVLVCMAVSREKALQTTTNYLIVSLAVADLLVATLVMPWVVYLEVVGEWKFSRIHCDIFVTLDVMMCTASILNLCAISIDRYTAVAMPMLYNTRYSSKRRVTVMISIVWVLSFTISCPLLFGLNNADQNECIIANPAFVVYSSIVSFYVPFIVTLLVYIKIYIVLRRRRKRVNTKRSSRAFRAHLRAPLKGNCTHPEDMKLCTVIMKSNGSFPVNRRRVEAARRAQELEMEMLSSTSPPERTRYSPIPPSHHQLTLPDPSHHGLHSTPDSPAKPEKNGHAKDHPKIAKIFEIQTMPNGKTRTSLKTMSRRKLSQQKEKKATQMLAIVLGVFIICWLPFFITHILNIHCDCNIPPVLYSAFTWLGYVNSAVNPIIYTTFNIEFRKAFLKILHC
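Agonism scored from kinetic calcium signal (1 read/sec, 180 s) following compound pin transfer, after a 10 s baseline. Cells: HEK293 Trex line expressing inducible D2 receptor coupled to calcium, dye-loaded after overnight culture at 30 C.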
rTrxR1 inhibitor: blocks rat thioredoxin reductase 1 | recombinant rTrxR1, NADPH fluorescence consumption, selenite substrate | 390,000 compounds, 1% hits | Potency, µM (top dose mostly 114 µM), without a hit: at the highest dose activity change, negative = inhibition, most hits filed as inhibitors; further: potency means the concentration at half of the fitted maximal effect; on the % scale 0 is the no-effect control and ±100 the full control effect; nearly all actives have a fitted effect of over 65% in size
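Rat TrxR1 (90 nM in the dispensed reagent) was pre-reduced with 400 uM NADPH for 5 min at room temperature, then incubated with compound for 15 min. After 400 uM selenite was added, NADPH fluorescence (Ex 340/Em 450 nm) was followed for 8 min.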
TRHR agonist: TRH receptor (human) agonism; P34981; TRHR cells, calcium flux fluo-8, FDSS agonist mode; activation, % at 2 µM; 360,000 compounds, 0.18% hits; AID 493084; in the data active means activation above about 30%; further: 0% is about no effect
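TRHR-expressing cells loaded with fluo-8 calcium dye; 23 nL library compound pin-transferred, kinetic FDSS fluorescence (Ex 480/Em 530) recorded about 180 s for agonist-induced calcium release, before a 10 nM TRH EC20 addition for potentiator mode.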
TRHR enhancer: allosterically enhances the human TRH receptor. P34981. TRHR cells, fluo-8 calcium fluorescence, EC20 TRH enhancement. enhancement, % at 2 µM. 360,000 compounds, 0.66% hits; in the data active means enhancement above about 30%; further: 0% is about no effect
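Enhancer read-out: after compound pinning and an initial kinetic agonist-mode read, an EC20 of TRH (10 nM final) was injected and fluo-8 calcium signal (Ex 480/Em 530) followed at 1 s/cycle for 100 cycles in TRHR-expressing cells.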
D2 antag: D2 dopamine receptor (human) antagonism. P14416. HEK293 TREx D2 cells, calcium flux, dopamine EC80. inhibition, % at 10 µM. 340,000 compounds, 2% hits. AID 485344; in the data active means inhibition above about 30%; further: 0% is about no effect
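Calcium flux kinetic readout in an inducible HEK293 TREx D2 line plated overnight at 30 C. After 180 s compound exposure, an EC80 dopamine challenge follows with another 180 s kinetic read to detect antagonism.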
TrxR1 substrate: is turned over as a substrate by rat TrxR1; O89049; purified TrxR1 substrate turnover, NADPH consumption readout; Potency, µM (series often up to 114 µM), inactives show top-dose activity change, negative = substrate turnover; 390,000 compounds, 0.01% hits; further: potency means the concentration at half of the fitted maximal effect; on the % scale 0 is the no-effect control and ±100 the full control effect; nearly all actives have a fitted effect of over 50% in size
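Rat TrxR1, dispensed at 90 nM, was prereduced with 400 uM NADPH (final) for 5 min at ~22 deg C, then incubated with compound 15 min before 400 uM selenite. A first-read NADPH fluorescence drop versus no-compound background flagged substrates.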
Active calls of the source: *; ? = inconclusive; / = no result given; & = joins results of further samples; [ ] = another dose, or the depositor's remark. Unless noted, the call rests on the fitted dose curve; in most records, active means well fitted inhibition curve with a large enough effect; inconclusive means small, poorly fitted or top-dose-only effect; inactive means no such curve, though single readings can be large or run the other way. An excerpt; count on the stated rates, not on these rows.

SMILES	IDH1 R132H inh	USP1 inh	Pin1 inh	D2 agonist	rTrxR1 inhibitor	TRHR agonist	TRHR enhancer	D2 antag	TrxR1 substrate
COc1cccc(/C=C2\CCc3ccccc3C2=O)c1	0%	?	-1%	3.1	9%[57.1 µM]	0.2	-15	10	6%[57.1 µM]
Cc1ccc(-n2nc(C)c3cc(C(=O)O)sc32)cc1	5%	-21%	0%	0.1	6%	-0.8	4	2	9%
CCOC(=O)Nc1cc(C)ccc1OC	-3%	-9%	1%	-0.2	-1%[57.1 µM]	1.0	-3	2	9%[57.1 µM]
CC1CCCN(CCC(=O)Nc2ccc(F)c(F)c2)C1 (centres undefined)	9%	1%	-7%	-0.4	2%[57.1 µM]	3.0	-1	-13	-5%
COc1ccc(CN2CN(C(C)C)CSC2=S)cc1	0%	-19%	-2%	8.8	-32%	-0.2	4	-8	1%
Cc1ccc(NC(=O)COc2cccnc2[N+](=O)[O-])cc1S(=O)(=O)N1CCCCC1	5%	1%	-2%	0.7	5%	0.6	14	1	-6%
O=C(O)c1ccc(S(=O)(=O)N(CCc2ccccc2)Cc2ccc(Cl)cc2)cc1	0%	-4%	?	-2.3	10%	-0.7	-5	14	-8%
C=CCSc1nnc(CCCCCN2C(=O)c3cccc4cccc(c34)C2=O)o1	4%	-17%	10%	0.7	40%[activator][57.1 µM]	0.2	0	3	27%[57.1 µM]
O=C(Nc1cccc(C(F)(F)F)c1)c1cccnc1N1CCCC1	0%	1%	-1%	-0.5	3%	-0.3	-1	0	-7%
O=C(CN1C(=O)NC2(CCCc3ccccc32)C1=O)N1CCCCC1 (centres undefined)	2%	-16%	0%	0.9	-2%	0.3	4	-7	-6%
COC(=O)c1ccc(NC(=O)CSc2nc(N)c(NC(=O)c3ccc(Br)o3)c(=O)[nH]2)cc1	0%	-9%	16%	0.2	-10%	0.1	2	2	-5%
CC(C)(C)OC(=O)NCCCCCNC(=O)c1nc[nH]c1C(=O)N1CCc2ccccc2C1	5%	?	-1%	/	6%	/	/	/	1%
CCc1ccccc1OCC(=O)Nc1ccc(N2CCCC2)cc1C	0%	-21%	?	-0.1	?	0.0	5	28	20%[57.1 µM]
O=S1(=O)N=C(N2CCOCC2)c2ccccc21	4%	1%	-4%&7%	0.9	4%[57.1 µM]	0.6	7	-10	22%[57.1 µM]
O=C(CCS(=O)(=O)c1ccccc1)Nc1ccc(Cl)cn1	1%	-1%	-10%	0.7	-16%[57.1 µM]	-0.1	8	-6	-6%[57.1 µM]
O=C(Nc1ccc(Br)cc1)c1ccc(Cl)c(S(=O)(=O)N2CCCCCC2)c1	-20%	-25%	-2%	0.0	0%[57.1 µM]	1.7	-9	/	-8%[57.1 µM]
CCOc1ccc(C(=O)Nc2cccc(C(C)=O)c2)cc1[N+](=O)[O-]	-7%	-8%	6%	1.0	11%	1.5	-5	14	-1%
O=C(NC1CCCCCCC1)c1ccc2c(c1)N(Cc1ccc(F)cc1)C(=O)CS2=O (centres undefined)	-1%	-10%	6%	-0.6	6%	0.3	-9	5	-7%
COC(=O)c1c(NC(=O)COc2cc(C)c(Cl)c(C)c2)sc2c1CCCC2	0%	-23%	12%	/	-33%	0.0	1	/	4%
CCn1c(SCC(=O)NC2CCCC2)nnc1-c1cccnc1	0%	-9%	1%	1.1	13%	0.3	1	1	3%
COc1nc(-c2ccccc2)cc(-c2ccc3c(c2)OCO3)c1C#N	0%	-18%	6%	1.3	292%[activator]	1.1	3	8	277%[activator]
CCN(CC)S(=O)(=O)c1ccc(Cl)c(NC(C)=O)c1	-11%	-6%	-6%	0.3	?	0.7	-35	12	-18%
Cc1ccc(CNc2ncnc3[nH]ncc23)cc1	0%	-17%	-5%	/	6%[57.1 µM]	/	/	/	6%[57.1 µM]
CCOC(=O)C1CCN(C(=O)C2CCCCC2)CC1	1%	-16%	0%	0.2	7%	-0.4	-1	21	-1%
COc1ccccc1CN1CC(=O)N2CSC[C@H]2C1=O	0%	-16%	-2%	1.4	17%	-0.3	9	-36	1%
CN1CCN(S(=O)(=O)c2ccc(Oc3ccc(F)c(Cl)c3)nc2)CC1	-6%	-16%	46%[activator]	0.6	-17%	0.1	-2	10	-4%
O=[N+]([O-])c1ccc(Cc2ccccn2)c([N+](=O)[O-])c1	7%	-11%	-9%	/	10%[57.1 µM]	/	/	/	3%[57.1 µM]
O=C(NCc1ccc(Cl)cc1)C1CCN(S(=O)(=O)c2ccc(N3CCCC3=O)cc2)CC1	-5%	-16%	-1%	0.9	14%	0.3	-4	6	-4%
COc1ccc(Nc2cc(C)c3ccccc3n2)cc1	13%	-21%	1%	-0.5	3%	0.3	-1	-8	-8%
COc1ccc(OC)c(S(=O)(=O)Nc2ccc(Oc3ccccc3)cc2)c1	3%	-22%	-9%	0.9	11%	1.3	-5	1	-1%
O=C(c1cc(-c2ccccc2)nn1CC1CC(c2cccnc2)=NO1)N1CCOCC1 (centres undefined)	11%	-15%	-1%	/	4%	/	/	/	0%
O=C1CC(N2CCC(c3nc4ccccc4[nH]3)CC2)C(=O)N1c1cccc(F)c1 (centres undefined)	5%	-20%	4%	/	15%[57.1 µM]	-1.8	-4	/	5%[57.1 µM]
CCOC(=O)c1c(-c2ccccc2)csc1NC(=O)c1cc(=O)c2ccc(C)cc2o1	15%	-6%	-1%	-0.4	20%	0.0	6	/	4%
Cn1c(=O)n(CC(=O)N2CCOCC2)c2ccccc21	8%	-1%	-11%	/	12%[57.1 µM]	0.4	3	/	9%[57.1 µM]
CCOc1ccc(OCCC(=O)N(CCOC)c2c(N)n(Cc3ccccc3)c(=O)[nH]c2=O)cc1	-2%	-21%	-2%	/	19%	/	/	/	5%
Cc1cc(C)nc(SCC(=O)Oc2ccc3oc(=O)cc(C)c3c2)n1	6%	-6%	1%	0.3	1µM*	0.0	3	8	10%[57.1 µM]
CCCCn1nnnc1NCc1ccc(OC)c(OC)c1	-1%	-1%	-10%	0.8	-10%	0.6	-1	11	-3%
Cc1ccc(NC(=O)C[n+]2cc(-c3ccccc3)n3c2CCC3)c(C)c1	0%	-12%	0%	81*	12%	0.0	-4	65*	1%
COc1ccc(CN2C(=NC(=O)COc3ccccc3)SC3CS(=O)(=O)CC32)cc1 (centres undefined)	-6%	-12%	1%	1.7	9%	1.0	-1	7	-5%
CC(=O)NCCc1nc2ccccc2n1Cc1cccc(C)c1	-2%	-18%	2%	0.5	16%	-0.1	10	19	5%
COc1ccc(N2C(=O)CC3(CCCC3)CC2=O)cc1	6%	-15%	-16%	0.0	8%	1.7	6	0	-21%[57.1 µM]
COc1ccc(-c2csc3nc(C)n(-n4cccc4)c(=O)c23)cc1OC	2%	-5%	-2%	-0.1	12%	-0.3	2	11	9%
Cc1cc(=O)oc2cc(NC(=O)C3CC(=O)N(Cc4ccccc4)C3)ccc12 (centres undefined)	-9%	-4%	-7%	-0.1	-21%	0.6	-1	-12	161%[activator]
Cc1nc2nc(C)c(NS(=O)(=O)c3ccc4c(c3)CCCC4)c(=O)n2[nH]1	-14%	-3%	2%	-2.1	3%[57.1 µM]	-1.5	7	-10	2%[57.1 µM]
Cn1nc(C(F)(F)F)c(-c2ccc(F)cc2)c1NC(=O)CSCC(=O)O	-2%	-12%	7%	-1.1	22%[57.1 µM]	-0.6	2	-11	15%[57.1 µM]

Among those listed so far, these contain bromine:
SMILES	IDH1 R132H inh	USP1 inh	Pin1 inh	D2 agonist	rTrxR1 inhibitor	TRHR agonist	TRHR enhancer	D2 antag	TrxR1 substrate
COC(=O)c1ccc(NC(=O)CSc2nc(N)c(NC(=O)c3ccc(Br)o3)c(=O)[nH]2)cc1	0%	-9%	16%	0.2	-10%	0.1	2	2	-5%
O=C(Nc1ccc(Br)cc1)c1ccc(Cl)c(S(=O)(=O)N2CCCCCC2)c1	-20%	-25%	-2%	0.0	0%[57.1 µM]	1.7	-9	/	-8%[57.1 µM]

A draw from above in order of number of heavy atoms, rising:
SMILES	IDH1 R132H inh	USP1 inh	Pin1 inh	D2 agonist	rTrxR1 inhibitor	TRHR agonist	TRHR enhancer	D2 antag	TrxR1 substrate
Cc1cc(C)nc(SCC(=O)Oc2ccc3oc(=O)cc(C)c3c2)n1	6%	-6%	1%	0.3	1µM*	0.0	3	8	10%[57.1 µM]
Cc1cc(=O)oc2cc(NC(=O)C3CC(=O)N(Cc4ccccc4)C3)ccc12 (centres undefined)	-9%	-4%	-7%	-0.1	-21%	0.6	-1	-12	161%[activator]
CCOC(=O)c1c(-c2ccccc2)csc1NC(=O)c1cc(=O)c2ccc(C)cc2o1	15%	-6%	-1%	-0.4	20%	0.0	6	/	4%

Remaining list, next part
SMILES	IDH1 R132H inh	USP1 inh	Pin1 inh	D2 agonist	rTrxR1 inhibitor	TRHR agonist	TRHR enhancer	D2 antag	TrxR1 substrate
C#Cc1ccc([C@@H]2C=C(C(=O)NCc3nc4ccccc4[nH]3)O[C@H](OCC)[C@H]2CCCO)cc1	4%	-9%	4%	1.0	18%	0.1	8	-4	-3%
Cc1cc(NCCCCCCCNc2cc(C)nc3cc([N+](=O)[O-])ccc23)c2ccc([N+](=O)[O-])cc2n1	3%	?	?	/	8%[11.4 µM]	/	/	/	0%[11.4 µM]
CCC1CCCCN1CCCNC(=O)CS(=O)(=O)Cc1nc(-c2cccc(OC)c2)oc1C (centres undefined)	10%	-16%	-6%	-0.1	25%	-0.3	9	3	4%
CCn1c(SCc2ccc(C(=O)O)cc2)nnc1-c1ccc(Cl)cc1	10%	-16%	-3%	0.2	19%	0.1	-1	8	1%
CN(C)/C=C/C(=O)c1ccn(S(=O)(=O)c2ccccc2)c1	-5%	-1%	10%	-0.2	-20%	0.6	-3	-11	-15%
